Screens (PubChem BioAssay)
Neddyl block: inhibitors of cullin neddylation, primary screen, biochemical, TR-FRET, uHTS, NAE and Ubc12; 0.58% of 360,000 active; NEDD8-conjugating enzyme Ubc12 (Homo sapiens) + NEDD8-activating enzyme E1 regulatory …; calls only at 25 µM; in the data active = inhibition above about 36%
STEP inh: STEP phosphatase inhibitors, primary screen, biochemical, fluorescence intensity, uHTS | Tyrosine-protein phosphatase non-receptor type 5 (Homo sapiens), P54829 | recombinant STEP, OMFP fluorogenic substrate | inhibition, % at 20 µM | 0.25% of 360,000 active | AID 588621, 2011;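 active = inhibition at 20 µM, scaled per plate between control wells, above about 37%, limit read from the data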;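 also: 0% = DMSO with enzyme and substrate and 100% = substrate only without enzyme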
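Material: STEP (striatal-enriched tyrosine phosphatase) enzyme, cell-free; Compound dosing: 20 µM single dose in 1% DMSO; Technique: fluorescence read at 480 nm ex / 540 nm em; Times: reaction 20 min, ambient temperature; Medium: 50 mM Bis-Tris pH 6.0 with 2.5 mM DTT and 0.005% Tween 20; Also added: OMFP at 25 µM.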
Scp1 inh: Scp-1 phosphatase inhibitors, primary screen, biochemical, colorimetric, uHTS; AID 493091, 2011; inhibition, % at 20 µM; 0.88% of 340,000 active; Recombinant Scp1, phosphopeptide, malachite green phosphate absorbance;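 active = inhibition above about 50% at 20 µM, limit read from the data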;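 also: plate controls were DMSO wells with enzyme for no effect and wells lacking enzyme for full effect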
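Assay system: SCP-1 catalytic fragment, aa 76-261 | Buffer or medium: Tris acetate buffer pH 5.5 with MgCl2 and Tween-20 | Compound: One concentration, 20 µM, with 1.0% DMSO | Also added: Phospho 17-mer peptide substrate | Signal: Absorbance at 630 nm | Incubation: 45 min enzyme reaction at room temperature | Measure: % inhibition of SCP-1 phosphate liberation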
SUMO1 PPI mod: modulators of SUMO1 protein-protein interactions, primary screen, biochemical, uHTS; SUMO1 binding to a labelled peptide, TR-FRET, 1 h; inhibition, % at 20 µM; 0.33% of 360,000 active; AID 602429, 2012; in the data active = inhibition above about 37%
Rpn11 block: Rpn11 (PSMD14) deubiquitinase inhibitors, primary screen, biochemical, fluorescence polarization, uHTS. 26S proteasome non-ATPase regulatory subunit 14 (Homo sapiens), O00487. human 26S proteasome, Ub4-pepOG fluorescence polarization; 20S core pre-blocked with epoxomicin. calls only at 20 µM. 0.59% of 360,000 active;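 active = inhibition at 20 µM, scaled to each plate's controls, above about 33%, limit read from the data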
LMPTP inh: LMPTP phosphatase inhibitors, primary screen, biochemical, fluorescence intensity, uHTS | Low molecular weight phosphotyrosine protein phosphatase (Homo sapiens), P24666 | recombinant LMPTP-A, OMFP fluorogenic substrate | inhibition, % at 20 µM | 0.22% of 360,000 active;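 active = compounds that cut the enzyme signal by at least half of the control window in the single-dose screen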;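 also: plate controls were DMSO wells with enzyme plus substrate for no effect and substrate without enzyme for full effect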
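Assay system: LMPTP-A, protein tyrosine phosphatase of low molecular weight / Medium: pH 6.0 Bis-Tris buffer with DTT and Triton X-100 / Schedule: 50 min enzyme reaction at room temperature, protected from light / Measured by: endpoint fluorescence intensity from OMFP dephosphorylation / Read-out basis: % inhibition relative to no-enzyme and uninhibited control wells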
Rin1 Abl inh: inhibitors of Rin1-Abl protein binding, primary screen, biochemical, TR-FRET | Tyrosine-protein kinase ABL1 (Homo sapiens) + Ras and Rab interactor 1 (Homo sapiens), … | inhibition, % at 7.35 µM | 0.4% of 360,000 active | AID 588664, 2011; in the data active = inhibition above about 5%, passing the limit was not always enough
NadD block: inhibitors of S. aureus NadD, primary screen, biochemical, colorimetric, uHTS | Nicotinate-nucleotide adenylyltransferase NadD (Staphylococcus aureus N315) | AID 602399, 2012 | purified NadD enzyme, colorimetric absorbance read-out | inhibition, % at 20 µM | 0.78% of 360,000 active; in the data active = inhibition above about 26%; also: some compounds past the cut are filed as inactive
CSN deneddyl inh: inhibitors of CSN-mediated cullin deneddylation, primary screen, biochemical, fluorescence polarization, uHTS | COP9 signalosome complex subunit 5 (Homo sapiens), Q92905 | Purified CSN, SCF-Nedd8-OG deneddylation | inhibition, % at 12.5 µM | 0.38% of 360,000 active | AID 651999, 2013;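 active = pattern-corrected inhibition above about 35%, with an unprinted fluorescence ratio check between 0.5 and 1.5, limit read from the data, passing the limit was not always enough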;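 also: 0% = enzyme with substrate and 100% = substrate without enzyme; some results filed as inactive read as strong as hits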
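Test system: purified human Csn5 enzyme expressed in HEK293T cells. Amount: 0.24 nM enzyme. Reagent: SCFSkp2-Nedd8OG substrate at 10 nM final. Schedule: 90 min incubation of compound, enzyme and substrate at room temperature. Detection: fluorescence polarization. Read-out: % inhibition of substrate cleavage by Csn5.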
DNMT1 block: human DNMT1 methyltransferase inhibitors, primary screen, biochemical, molecular beacon, fluorescence, HinP1I cleavage, uHTS; inhibition (reported as % activation of signal), % at 10 µM; 0.83% of 360,000 active; AID 588458, 2011; in the data active = inhibition above about 50%
Target sequence (P26358 504-1616 limits assumed): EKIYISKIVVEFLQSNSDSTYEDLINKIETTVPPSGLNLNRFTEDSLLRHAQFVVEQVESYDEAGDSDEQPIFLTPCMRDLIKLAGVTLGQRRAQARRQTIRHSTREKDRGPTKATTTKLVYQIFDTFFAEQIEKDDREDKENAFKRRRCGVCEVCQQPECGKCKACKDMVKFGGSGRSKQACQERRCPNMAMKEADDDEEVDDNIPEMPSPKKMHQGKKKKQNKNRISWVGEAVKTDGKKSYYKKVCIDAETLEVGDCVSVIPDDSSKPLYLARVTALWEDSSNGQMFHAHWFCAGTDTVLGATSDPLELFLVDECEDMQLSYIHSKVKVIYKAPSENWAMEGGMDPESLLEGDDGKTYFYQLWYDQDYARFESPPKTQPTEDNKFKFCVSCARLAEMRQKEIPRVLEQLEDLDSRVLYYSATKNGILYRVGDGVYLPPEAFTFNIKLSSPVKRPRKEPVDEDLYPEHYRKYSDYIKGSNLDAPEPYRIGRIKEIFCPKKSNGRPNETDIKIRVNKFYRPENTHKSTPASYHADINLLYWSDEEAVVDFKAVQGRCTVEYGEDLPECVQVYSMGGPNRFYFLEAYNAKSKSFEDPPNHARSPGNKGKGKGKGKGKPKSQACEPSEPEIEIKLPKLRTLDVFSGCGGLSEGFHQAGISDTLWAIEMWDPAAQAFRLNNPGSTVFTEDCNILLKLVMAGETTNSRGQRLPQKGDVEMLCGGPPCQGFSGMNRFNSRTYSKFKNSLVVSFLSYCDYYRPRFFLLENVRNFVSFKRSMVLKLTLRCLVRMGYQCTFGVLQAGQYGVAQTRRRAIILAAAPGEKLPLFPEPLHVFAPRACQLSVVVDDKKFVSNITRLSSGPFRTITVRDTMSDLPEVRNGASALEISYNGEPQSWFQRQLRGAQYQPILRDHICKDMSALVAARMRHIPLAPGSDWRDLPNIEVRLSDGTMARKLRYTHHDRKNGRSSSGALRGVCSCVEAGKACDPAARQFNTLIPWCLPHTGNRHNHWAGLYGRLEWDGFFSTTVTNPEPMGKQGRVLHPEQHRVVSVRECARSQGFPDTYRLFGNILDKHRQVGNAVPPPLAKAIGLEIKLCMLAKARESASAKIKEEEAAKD
Starred values were filed as active, the others as inactive; i = inactive; x = not tested or not shown.

SMILES	Neddyl block	STEP inh	Scp1 inh	SUMO1 PPI mod	Rpn11 block	LMPTP inh	Rin1 Abl inh	NadD block	CSN deneddyl inh	DNMT1 block
[O-]/C(=C(\C(=S)NCc1ccccc1)[n+]1ccccc1)c1ccc(Cl)s1	i	5	-2	-4	i	-0.7	1	9	7	-6
CN(Cc1ccccc1)Cc1nc2c(c(=O)n(C)c(=O)n2C)n1Cc1ccccc1Cl	i	4	-6	-2	i	1.4	-4	5	-3	-3
O=C(CCN=C1NS(=O)(=O)c2ccccc21)OCC(=O)c1ccccc1	i	-1	-1	-1	i	0.7	3	-1	-4	-2
CCOc1cc(/C=N/N=C(N)N)ccc1OCc1ccc(Cl)cc1	i	8	-2	-8	i	1.7	-2	8	4	-16
CC1(c2nnc(-c3ccccc3)o2)CC(c2cccc(Cl)c2)=NO1 (centres undefined)	i	2	-11	0	i	3.1	1	-16	-3	-2
CCN(c1ccccc1)c1nc(C#N)nc(N(CC)c2ccccc2)n1	i	4	-21	4	i	3.6	-2	-6	-3	12
CN=c1scc(C)n1/N=C/c1ccc2c(c1)OCO2	i	-2	-5	-15	i	0.2	0	-5	-6	-13
O=[N+]([O-])c1ccccc1CNC1CCCCCC1	i	-1	-4	-11	i	-0.6	2	0	-9	1
COc1ccc2oc3cc(Cl)ccc3c(=O)c2c1	x	-2	x	4	i	0.9	3	1	-1	6
CCCCS(=O)(=O)c1sc2nc(C)cc(C)c2c1N	i	1	-3	-1	i	-2.2	0	0	-2	4
Cc1nc(-c2ccccn2)sc1C(=O)Nc1ccc(Cl)c(Cl)c1	i	-5	-18	-3	i	1.3	-4	-4	1	-10
O=C1NC(=Nc2ccc(F)cc2)SC1Cc1ccc(F)cc1 (centres undefined)	i	-4	-13	4	i	0.0	-1	-1	-4	1
COc1ccc(OC)c(Cc2nnc(CCC(=O)N3CCCCC3)o2)c1	i	-2	-9	-1	i	-1.5	-4	-3	-9	0
CCN(CC)CC(=O)N1CCCC(C(=O)c2ccccc2OC)C1 (centres undefined)	i	-2	-4	1	i	0.9	1	-5	-1	0
COC(=O)c1c(F)c(F)c(NCCO)c(F)c1F	i	0	-6	0	i	-0.5	1	-1	-3	-2

Random excerpt: three entries already listed.
SMILES	Neddyl block	STEP inh	Scp1 inh	SUMO1 PPI mod	Rpn11 block	LMPTP inh	Rin1 Abl inh	NadD block	CSN deneddyl inh	DNMT1 block
O=[N+]([O-])c1ccccc1CNC1CCCCCC1	i	-1	-4	-11	i	-0.6	2	0	-9	1
COc1ccc(OC)c(Cc2nnc(CCC(=O)N3CCCCC3)o2)c1	i	-2	-9	-1	i	-1.5	-4	-3	-9	0
[O-]/C(=C(\C(=S)NCc1ccccc1)[n+]1ccccc1)c1ccc(Cl)s1	i	5	-2	-4	i	-0.7	1	9	7	-6

(continued)
SMILES	Neddyl block	STEP inh	Scp1 inh	SUMO1 PPI mod	Rpn11 block	LMPTP inh	Rin1 Abl inh	NadD block	CSN deneddyl inh	DNMT1 block
CC1CC(=O)Nc2ccccc2N1S(=O)(=O)c1ccc(Br)cc1 (centres undefined)	i	-2	-2	1	i	0.1	-1	-3	-1	2
CC(C)CNc1nc(N)c([N+](=O)[O-])c(NC2CCCCC2)n1	i	0	-4	0	i	2.3	1	1	2	2
O=C(NCCCN1CCOCC1)c1sc2cc([N+](=O)[O-])ccc2c1Cl	i	93*	-1	-26	i	3.1	-5	-3	-5	-10
Cc1c(/C=N/NC(=O)c2cccs2)c2ccccc2n1Cc1ccccc1Cl	x	1	-14	-1	i	1.2	1	25	8	26
O=P(O)(CCc1ccccn1)CN1CCOCC1	i	-3	2	0	i	-2.0	0	-3	-2	3
CCOC(=O)CSc1nc2ccccc2c(=O)n1CC(C)C	i	-1	-5	-3	i	0.3	1	-3	14	-2
CCN(Cc1ccccc1)C(=O)CCS(=O)(=O)c1ccc2c(c1)NC(=O)CO2	i	-1	-9	5	i	-1.1	1	-1	0	1
CC1Cc2cc(/C(O)=C3/C(=O)C(=O)N(Cc4ccco4)C3c3cccs3)ccc2O1 (centres undefined)	i	0	-7	-5	i	9.6	-8	18	7	6
Cc1cc(/C=N/NC(=O)c2ccccn2)c(C)n1-c1cccc([N+](=O)[O-])c1	i	2	-7	-13	i	1.0	0	1	4	-5
COc1cccc(/C(O)=C2\C(=O)C(=O)N(c3ccccn3)C2c2ccccc2OC)c1 (centres undefined)	i	-3	-8	-7	i	-0.5	2	10	4	-2
O=C(NCCc1ccccc1)c1ccccc1C(=O)NCCc1ccccc1	i	1	-7	-6	i	-0.9	3	-4	-5	2
CC(C)(C)c1ccc(C(=O)NCC(=O)OCC(=O)NC(=O)NC2CCCC2)cc1	i	2	0	0	i	1.5	-3	-4	-2	1
CC(=O)c1cc(C#N)c(NCc2cc(-c3ccccc3)no2)nc1C	i	2	-5	-5	i	-0.2	1	6	3	2
COc1ccccc1NC(=O)/C=C1\NC(=O)CS1	i	0	-9	-3	i	-0.9	0	-5	-9	-2
CS(=O)(=O)N(CC(=O)Nc1cccnc1)c1ccc2c(c1)OCCO2	i	-1	-4	-3	i	0.2	5	4	3	0

Given with values under each structure: six of the compounds above.
The line under a structure holds: Neddyl block, STEP inh, Scp1 inh, SUMO1 PPI mod, Rpn11 block, LMPTP inh, Rin1 Abl inh, NadD block, CSN deneddyl inh, DNMT1 block
> CC1CC(=O)Nc2ccccc2N1S(=O)(=O)c1ccc(Br)cc1 (centres undefined)
    i, -2, -2, 1, i, 0.1, -1, -3, -1, 2
> CC(C)(C)c1ccc(C(=O)NCC(=O)OCC(=O)NC(=O)NC2CCCC2)cc1
    i, 2, 0, 0, i, 1.5, -3, -4, -2, 1
> CC(C)CNc1nc(N)c([N+](=O)[O-])c(NC2CCCCC2)n1
    i, 0, -4, 0, i, 2.3, 1, 1, 2, 2
> CCN(Cc1ccccc1)C(=O)CCS(=O)(=O)c1ccc2c(c1)NC(=O)CO2
    i, -1, -9, 5, i, -1.1, 1, -1, 0, 1
> O=C(NCCCN1CCOCC1)c1sc2cc([N+](=O)[O-])ccc2c1Cl
    i, 93*, -1, -26, i, 3.1, -5, -3, -5, -10
> O=P(O)(CCc1ccccn1)CN1CCOCC1
    i, -3, 2, 0, i, -2.0, 0, -3, -2, 3

More structures
SMILES	Neddyl block	STEP inh	Scp1 inh	SUMO1 PPI mod	Rpn11 block	LMPTP inh	Rin1 Abl inh	NadD block	CSN deneddyl inh	DNMT1 block
Cc1ccc(S(=O)(=O)N2CCN(C(=O)COC(=O)/C=C/c3ccc(Cl)cc3)CC2)c(C)c1	i	-3	-5	7	i	0.8	0	13	5	10
COc1cc2ccccc2cc1C(=O)Nc1nnc(-c2ccncc2)o1	i	-2	2	-10	i	0.7	1	4	4	2
CCOC(=O)c1ccc(N2CSC3=C(C#N)C(c4ccc(OC)cc4OC)CC(=O)N3C2)cc1 (centres undefined)	i	1	-11	8	i	11	2	3	8	-17
COc1ccc(CCNC(=O)CCCCCNC(=O)N2CCn3c2nc2ccccc23)cc1OC	i	0	-5	9	i	-1.1	2	-7	7	-2
O=C(OCC(=O)N1CCCCCC1)c1ccc(Cl)nc1	i	0	0	-1	i	-1.5	0	1	3	5
Cc1ccccc1CSCC(=O)c1c(N)n(C)c(=O)n(C)c1=O	i	-6	0	3	i	0.3	7	1	0	2
CCC(=NC)C1=C(O)CC(c2ccccc2)CC1=O (centres undefined)	i	4	-10	4	i	1.1	3	-8	3	2
COc1cccc(C=N[C@@H](CO)[C@@H](O)c2ccc([N+](=O)[O-])cc2)c1O	i	0	-1	4	i	0.4	-2	-4	1	0
Cc1cc(Br)ccc1SCC(=O)OCC(=O)NC1CCCC1	i	3	-11	-2	i	0.9	0	-6	-5	-2
CCC(=O)Nc1ccc(S(=O)(=O)c2ccc(NC(=O)CC)cc2)cc1	i	-2	-1	1	i	-0.2	1	6	-1	0
c1ccc(CSc2nnc(Cc3ccccn3)o2)cc1	i	0	2	1	i	-0.4	5	-4	2	-2
CCOC(=O)[C@H]1[C@H]2COc3ccc(C)cc3[C@@H]2N2C(=O)c3cc(Br)ccc3NC(=O)[C@@]12C	i	1	-9	4	i	3.2	4	3	-1	-9
COc1ccc(N2CC(C(=O)Nc3nnc(SCCC4OCCO4)s3)CC2=O)cc1 (centres undefined)	i	4	1	5	i	-0.2	2	11	8	1
CC(C)CCNC(=O)C1CC(c2cccc(F)c2)=NO1 (centres undefined)	i	-2	2	-1	i	0.3	-5	1	-1	3
O=C(Nc1nc2ccc(F)cc2s1)C1CC(=O)N(c2ccc3c(c2)OCCO3)C1 (centres undefined)	i	-2	-5	8	i	1.8	2	6	-4	-16

Records above marked active in STEP inh:
SMILES	Neddyl block	STEP inh	Scp1 inh	SUMO1 PPI mod	Rpn11 block	LMPTP inh	Rin1 Abl inh	NadD block	CSN deneddyl inh	DNMT1 block
O=C(NCCCN1CCOCC1)c1sc2cc([N+](=O)[O-])ccc2c1Cl	i	93*	-1	-26	i	3.1	-5	-3	-5	-10

More structures follow.
SMILES	Neddyl block	STEP inh	Scp1 inh	SUMO1 PPI mod	Rpn11 block	LMPTP inh	Rin1 Abl inh	NadD block	CSN deneddyl inh	DNMT1 block
CC(/C=C/c1ccc2c(c1)OCO2)=N/NC(=O)c1cccnc1	i	5	-5	-15	i	-1.5	-2	1	0	0
CC(C)OCCCNC(=O)CN1C(=O)CSc2ccc(S(=O)(=O)N3CCCCC3)cc21	i	-2	-1	9	i	-2.3	4	-2	4	69*
Cc1cc(OCC(=O)NC(C)C)cc(C)c1Cl	i	1	2	1	i	-0.1	-4	-5	3	0
N/C(=N/OC(=O)c1ccccc1Cl)c1ncc([N+](=O)[O-])s1	i	0	-1	-16	i	0.5	1	0	3	-14
Cc1ccccc1CNC(=O)c1ccccc1N(C)S(=O)(=O)c1ccccc1	i	-4	2	6	i	-2.8	-2	-5	0	4
